bCat nuc transl – alters nuclear translocation of beta-catenin in HeLa cells; immunofluorescence imaging; nuclear translocation activity, % at 5 µM; 190,000 tested, 0.3% active;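 active = nuclear translocation activity above 50% at 5 µM, with a well cell count of 50 or more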;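 note: per-cell ratio of nuclear to cytoplasmic median beta-catenin stain intensity; plate controls were DMSO negative control for no effect and GSK-3 inhibitor IX positive control for full effect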
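Test system: HeLa cells, endogenous beta-catenin; Compound: single 5 µM dose plus 0.02–20 µM confirmation series; Times: compound exposure 24 h at 37°C; Signal: fluorescence imaging of beta-catenin antibody stain plus DAPI; Read-out: % activation, nuclear-to-cytoplasmic median beta-catenin signal ratio per cell.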
Hep lipid drop – hepatic lipid droplet formation modulation; 240,000 tested, 0.4% active; AID 1656; inhibition, % at 6.5 µM; AML12 mouse hepatocytes, oleate lipid droplets, BODIPY imaging;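 active = lipid droplet intensity inhibited by at least 50%, with more than 500 cells counted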
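Assay system: AML12 mouse liver cells | Compound dosing: One dose, 6.5 µM compound | Read-out basis: Droplet intensity reduction, % inhibition | Measured by: Fluorescence imaging, 20x objective, two fields per well | Schedule: Overnight treatment with compound plus oleate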
TNAP activation fold – stimulation of alkaline phosphatase TNAP activity – biochemical, luminescent, no phosphate acceptor, uHTS, primary screen (AID 1001) | purified TNAP, luminescent activation assay, no phosphate acceptor; higher activation fold means a stronger effect | activation fold at 20 µM; hits with a dose series show EC50 in µM | 200,000 tested, 0.03% active; in the data active = activation fold from about 3, or a potency from the dose series; inactive = the rest, 99 in 100 with activation fold below about 1.6; note: many of its hits are not listed in these tables
Myeloid diff 2 – compounds promoting myeloid differentiation | ER-HoxA9 myeloid progenitors, lysozyme-GFP differentiation, flow cytometry | 360,000 tested, 1% active | AID 624256 | calls only at 10 µM;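 active = normalized GFP-positive differentiation at or above the plate's own cutoff, the solvent-only control mean plus 3 SD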;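 note: cells exposed to compound for four days before flow analysis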
Ins promoter up – MIN6 insulin promoter up-regulation; MIN6 insulin promoter-GFP reporter, high-content imaging; active compounds read high; z-score at 5 µM; 190,000 tested, 0.3% active; AID 1625;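 active = z-score above 3 at 5 µM with at least 500 cells counted in the well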
PMI inhibitors – MPI enzyme activity inhibition – biochemical, fluorescence intensity, coupled assay, primary screen (AID 1209). 190,000 tested, 0.42% active. inhibition, % at 20 µM; hits with a dose series show IC50 in µM. purified PMI enzyme, coupled fluorescence intensity; higher % means a stronger effect; in the data active = inhibition above about 50%;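 note: plate controls were DMSO vehicle for no effect and wells lacking substrate for full effect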
MT stabilizer – microtubule stabilization, imaging screen; HeLa tubulin immunostaining HCS, 24 h; share of cells brighter than vehicle mean+2SD; 200,000 tested, 0.83% active; % tubulin-high responders, % at 10 µM; AID 2205;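 active = plate Z-score above 3 for both tubulin-high and condensed-nucleus cell shares, with cell loss under 80%, at 10 µM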;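 note: anti alpha tubulin signal scored within the nucleus-defined area of each cell; some results filed as inactive read as strong as hits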
T cell modulator – T cell immune modulation candidate. 2C CD8+ T cell-vesicle binding, flow cytometry; active compounds read low. calls only at 7 µM. 330,000 tested, 0.068% active. AID 2052;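 active = response, share of CD8 T cells binding vesicles, and their 90th percentile fluorescence all below set limits, cut at about 80% in these data, passing the limit was not always enough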
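Test system: purified 2C TCR transgenic mouse naive CD8+ T cells. Probe or stimulus: QL9-peptide-loaded Drosophila micro-vesicles bearing Ld, ICAM-1 and B7-1. Incubation: binding step 1.5 h, 37 °C, antibody labelling 20 min, ice. Measured by: flow cytometry of vesicle-bound cells.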
Dynein cargo inh – blocks dynein driven cargo transport along microtubules; AID 1381; 3617.4 mouse cells, GR-EGFP nuclear translocation imaging; test concentration mostly 20 µM; stimulated with dexamethasone, 1 µM; active compounds read low; 220,000 tested, 0.47% active; z-score, hits read low;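 active = plate z-score of nuclear minus cytoplasmic receptor signal below a set negative limit, without overly bright fluorescence or cell loss, cut at about -3.5 in these data, passing the limit was not always enough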;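 note: z-score of nuclear minus cytoplasmic ring GR-EGFP intensity difference per well; some compounds called inactive have numbers as strong as hits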
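Schedule: 48 h induction, then 1 h compound, then 30 min agonist, 37 °C. Buffer or medium: tetracycline-free induction medium containing charcoal-stripped FBS. Reagent: 1.0 µM final dexamethasone stimulus. Evaluation: nuclear versus cytoplasmic GR-EGFP signal, averaged per well. Signal: high-content fluorescence imaging after fixation.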
Dynein cargo inh cytoplasmic EGFP – second read-out of Dynein cargo inh, no call of its own (marks repeat the call); z-score; measured here: cytoplasmic GR-EGFP intensity; active compounds read high
Dynein cargo inh nuclear GR-EGFP – second read-out of Dynein cargo inh, no call of its own (marks repeat the call); z-score; measured here: nuclear GR-EGFP intensity;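 lower value marks the stronger effect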
Dynein cargo inh cell count – recorded beside Dynein cargo inh, whose call it bears; z-score; measured here: cell count per field
Ins promoter up cell count – second read-out of Ins promoter up, no call of its own (marks repeat the call); cell count; measured here: cytotoxicity, nuclei count;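 total cells summed across four imaged fields per well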
Hep lipid drop cells 6.5 µM – also measured in Hep lipid drop; calls as there; cell count; measured here: cell count, cytotoxicity flag;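 cells counted across two imaged fields per well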
bCat nuc transl cell count 5 µM – further read-out of bCat nuc transl, marked with its call; cell count; measured here: cell count, cytotoxicity flag
T cell modulator vesicle-bound % – second read-out of T cell modulator, no call of its own (marks repeat the call); double positive events, %; measured here: CD8+ vesicle-bound cell fraction;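 binding gate set so that unloaded-vesicle control wells show 10% double positive cells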
MT stabilizer Hoechst-high % – also measured in MT stabilizer; calls as there; % Hoechst-high responders; measured here: nuclear condensation Hoechst responders;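 share of cells brighter than vehicle mean plus two SD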
MT stabilizer cytotoxicity % – second read-out of MT stabilizer, no call of its own (marks repeat the call); toxicity, %; measured here: cytotoxicity by cell density;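 0% = mean cell density of plate MIN control wells and 100% = no cells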
Myeloid diff 2 GFP+ MAC1+ % – second read-out of Myeloid diff 2, no call of its own (marks repeat the call); GFP+ MAC1+ double positive, %; measured here: differentiation confirmed by MAC1 staining
* marks the source's active call; other numbers are inactive results.

`Cn1c(SCC(=O)Nc2nccs2)nnc1-c1ccc(S(=O)(=O)N2CCCC2)cc1` gave bCat nuc transl -4.7, Hep lipid drop -8.6, TNAP activation fold 1.1, Myeloid diff 2 inactive, Ins promoter up -0.89, PMI inhibitors 10.1%, MT stabilizer 2.7, T cell modulator inactive, Dynein cargo inh -0.54, Dynein cargo inh cytoplasmic EGFP -0.26, Dynein cargo inh nuclear GR-EGFP -0.133, Dynein cargo inh cell count 0.216, Ins promoter up cell count 921, Hep lipid drop cells 6.5 µM 720, bCat nuc transl cell count 5 µM 1196, T cell modulator vesicle-bound % 54.1, MT stabilizer Hoechst-high % 1.7, MT stabilizer cytotoxicity % 5.4 and Myeloid diff 2 GFP+ MAC1+ % 1.0.
`CCCc1nn(C)c(C(=O)Nc2cccc3ccccc23)c1Cl` gave bCat nuc transl -3.0, Hep lipid drop -24.5, TNAP activation fold 1, Myeloid diff 2 inactive, Ins promoter up -0.33, PMI inhibitors -4.3%, MT stabilizer 3.8, T cell modulator inactive, Dynein cargo inh 0.305, Dynein cargo inh cytoplasmic EGFP -0.228, Dynein cargo inh nuclear GR-EGFP 0.163, Dynein cargo inh cell count 0.584, Ins promoter up cell count 1339, Hep lipid drop cells 6.5 µM 599, bCat nuc transl cell count 5 µM 528, T cell modulator vesicle-bound % 40.8, MT stabilizer Hoechst-high % 3.5, MT stabilizer cytotoxicity % 2.3 and Myeloid diff 2 GFP+ MAC1+ % 0.4.
O=C(OCc1nnc(-c2ccccc2)o1)c1ccc2c(c1)OCCO2 was read as bCat nuc transl 0.7, TNAP activation fold 1, Ins promoter up 0.5, PMI inhibitors 13.6%, MT stabilizer 4.3, T cell modulator inactive, Dynein cargo inh -0.777, Dynein cargo inh cytoplasmic EGFP -0.0445, Dynein cargo inh nuclear GR-EGFP -0.299, Dynein cargo inh cell count 0.939, Ins promoter up cell count 1519, bCat nuc transl cell count 5 µM 1378, T cell modulator vesicle-bound % 56.2, MT stabilizer Hoechst-high % 2.8 and MT stabilizer cytotoxicity % 7.1.
`CC1(C)Cc2c(sc3[nH]c(=S)[nH]c(=O)c23)CO1` gave bCat nuc transl 0.4, Hep lipid drop -2.6, TNAP activation fold 1.1, Myeloid diff 2 inactive, Ins promoter up -2.15, MT stabilizer 2.3, T cell modulator inactive, Dynein cargo inh -0.0771, Dynein cargo inh cytoplasmic EGFP -0.125, Dynein cargo inh nuclear GR-EGFP -0.344, Dynein cargo inh cell count 0.0106, Ins promoter up cell count 1508, Hep lipid drop cells 6.5 µM 690, bCat nuc transl cell count 5 µM 1496, T cell modulator vesicle-bound % 21.3, MT stabilizer Hoechst-high % 2.5, MT stabilizer cytotoxicity % 8.8 and Myeloid diff 2 GFP+ MAC1+ % 0.3.
For O=C(NCc1cn2ccsc2n1)Nc1ccc(Cl)cc1 the results were bCat nuc transl 0.4, TNAP activation fold 1.1, Myeloid diff 2 inactive, Ins promoter up 0.43, PMI inhibitors 9.6%, MT stabilizer 1.6, T cell modulator inactive, Dynein cargo inh 0.625, Dynein cargo inh cytoplasmic EGFP -0.0713, Dynein cargo inh nuclear GR-EGFP 0.466, Dynein cargo inh cell count 0.0109, Ins promoter up cell count 982, bCat nuc transl cell count 5 µM 1140, T cell modulator vesicle-bound % 59.0, MT stabilizer Hoechst-high % 2.6, MT stabilizer cytotoxicity % 2.4 and Myeloid diff 2 GFP+ MAC1+ % 2.1.
Screening COc1cccc(C(=O)N2CCN(Cc3cc(Br)ccc3OC)CC2)c1 returned bCat nuc transl -1.3, Hep lipid drop 5.9, TNAP activation fold 1.1, Myeloid diff 2 inactive, Ins promoter up -0.54, PMI inhibitors -6.0%, MT stabilizer 2.1, T cell modulator inactive, Dynein cargo inh -0.815, Dynein cargo inh cytoplasmic EGFP -0.285, Dynein cargo inh nuclear GR-EGFP -0.364, Dynein cargo inh cell count 0.751, Ins promoter up cell count 1027, Hep lipid drop cells 6.5 µM 680, bCat nuc transl cell count 5 µM 1156, T cell modulator vesicle-bound % 27.5, MT stabilizer Hoechst-high % 2.0, MT stabilizer cytotoxicity % 8.6 and Myeloid diff 2 GFP+ MAC1+ % 1.3.
For Cc1cc(NC(=O)CSc2nccn2-c2cccc(C)c2C)no1 the results were bCat nuc transl 0.2, Hep lipid drop -6.4, TNAP activation fold 1.1, Myeloid diff 2 inactive, Ins promoter up -0.45, PMI inhibitors -0.8%, MT stabilizer 1.4, T cell modulator inactive, Dynein cargo inh 0.737, Dynein cargo inh cytoplasmic EGFP -0.255, Dynein cargo inh nuclear GR-EGFP 0.287, Dynein cargo inh cell count -0.244, Ins promoter up cell count 1299, Hep lipid drop cells 6.5 µM 680, bCat nuc transl cell count 5 µM 1127, T cell modulator vesicle-bound % 24.1, MT stabilizer Hoechst-high % 1.8, MT stabilizer cytotoxicity % 4.3 and Myeloid diff 2 GFP+ MAC1+ % 1.1.
For CCOc1ccc(N/C(=C(/C(Cl)=C(Cl)Cl)[N+](=O)[O-])n2cncn2)cc1 the results were Hep lipid drop -4.8, TNAP activation fold 1, Ins promoter up 0.78, PMI inhibitors -34.3%, MT stabilizer 3.5, T cell modulator inactive, Dynein cargo inh -0.145, Dynein cargo inh cytoplasmic EGFP 0.513, Dynein cargo inh nuclear GR-EGFP 0.262, Dynein cargo inh cell count 0.665, Ins promoter up cell count 807, Hep lipid drop cells 6.5 µM 711, T cell modulator vesicle-bound % 4.9, MT stabilizer Hoechst-high % 1.3 and MT stabilizer cytotoxicity % 4.8.
`O=S(=O)(c1cc(Cl)ccc1Cl)n1nnc2ccccc21` gave bCat nuc transl 0.1, TNAP activation fold 1.1, Myeloid diff 2 inactive, Ins promoter up 0.14, PMI inhibitors -5.4%, MT stabilizer 4.5, T cell modulator inactive, Dynein cargo inh -1.02, Dynein cargo inh cytoplasmic EGFP -0.291, Dynein cargo inh nuclear GR-EGFP -0.798, Dynein cargo inh cell count -0.192, Ins promoter up cell count 925, bCat nuc transl cell count 5 µM 1184, T cell modulator vesicle-bound % 5.0, MT stabilizer Hoechst-high % 3.0, MT stabilizer cytotoxicity % 5.2 and Myeloid diff 2 GFP+ MAC1+ % 5.6.
`CCN=C1SC(CC(=O)NCc2ccccc2)C(=O)N1CC` (stereo not drawn) gave bCat nuc transl 2.2, Hep lipid drop 5.8, TNAP activation fold 1.2, Myeloid diff 2 inactive, Ins promoter up 0.12, PMI inhibitors 10.2%, MT stabilizer 2.5, T cell modulator inactive, Dynein cargo inh 0.182, Dynein cargo inh cytoplasmic EGFP -0.305, Dynein cargo inh nuclear GR-EGFP 0.199, Dynein cargo inh cell count 0.364, Ins promoter up cell count 1532, Hep lipid drop cells 6.5 µM 731, bCat nuc transl cell count 5 µM 1015, T cell modulator vesicle-bound % 59.8, MT stabilizer Hoechst-high % 1.4, MT stabilizer cytotoxicity % 9.4 and Myeloid diff 2 GFP+ MAC1+ % 0.1.
`CC(C)NC(=O)CSCc1c(F)cccc1Cl` gave bCat nuc transl 1.3, Hep lipid drop -17.2, TNAP activation fold 1.1, Myeloid diff 2 inactive, Ins promoter up -0.39, PMI inhibitors -6.5%, MT stabilizer 2.0, T cell modulator inactive, Dynein cargo inh 2.86, Dynein cargo inh cytoplasmic EGFP -0.247, Dynein cargo inh nuclear GR-EGFP 1.29, Dynein cargo inh cell count -0.891, Ins promoter up cell count 789, Hep lipid drop cells 6.5 µM 741, bCat nuc transl cell count 5 µM 1049, T cell modulator vesicle-bound % 38.6, MT stabilizer Hoechst-high % 1.5, MT stabilizer cytotoxicity % 4.4 and Myeloid diff 2 GFP+ MAC1+ % 0.9.
`CCOc1ccc(N(C(C)C(=O)N/N=C(\C)c2cccc(NC(=O)c3ccccc3)c2)S(C)(=O)=O)cc1` (stereo not drawn) gave bCat nuc transl -3.5, TNAP activation fold 0.9, Myeloid diff 2 inactive, Ins promoter up -0.88, PMI inhibitors 3.4%, MT stabilizer 3.3, T cell modulator inactive, Dynein cargo inh 0.571, Dynein cargo inh cytoplasmic EGFP -0.191, Dynein cargo inh nuclear GR-EGFP 0.509, Dynein cargo inh cell count 0.643, Ins promoter up cell count 1551, bCat nuc transl cell count 5 µM 1428, T cell modulator vesicle-bound % 11.0, MT stabilizer Hoechst-high % 1.7, MT stabilizer cytotoxicity % 10.4 and Myeloid diff 2 GFP+ MAC1+ % 0.8.
COCC(C)NC(=S)NCCc1ccc(Cl)cc1Cl (stereo not drawn) was read as bCat nuc transl 8.1, Hep lipid drop -11.1, TNAP activation fold 1, Myeloid diff 2 inactive, PMI inhibitors -2.0%, MT stabilizer 1.4, T cell modulator inactive, Dynein cargo inh -1.2, Dynein cargo inh cytoplasmic EGFP -0.334, Dynein cargo inh nuclear GR-EGFP -0.662, Dynein cargo inh cell count 0.841, Hep lipid drop cells 6.5 µM 757, bCat nuc transl cell count 5 µM 495, T cell modulator vesicle-bound % 18.3, MT stabilizer Hoechst-high % 2.4, MT stabilizer cytotoxicity % 10.0 and Myeloid diff 2 GFP+ MAC1+ % 0.6.
